Source: PubChem
CHRM4 PAM: human M4 muscarinic receptor positive allosteric modulators, primary screen, CHO-K1 cells, Fluo-8 calcium fluorescence; AID 624126, 2012; activation, % at 3 µM; CHO-K1 hM4/Gqi5, ACh EC20; 0% = ACh EC20, 100% = maximal ACh; Muscarinic acetylcholine receptor M4 (Homo sapiens), P08173; actives 0.4% (n = 360,000);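 active means activation above its plate's cutoff, the mean activation of sample wells plus 3 SD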; further: some results filed as inactive read as strong as hits
Target sequence (P08173 whole entry, looked up): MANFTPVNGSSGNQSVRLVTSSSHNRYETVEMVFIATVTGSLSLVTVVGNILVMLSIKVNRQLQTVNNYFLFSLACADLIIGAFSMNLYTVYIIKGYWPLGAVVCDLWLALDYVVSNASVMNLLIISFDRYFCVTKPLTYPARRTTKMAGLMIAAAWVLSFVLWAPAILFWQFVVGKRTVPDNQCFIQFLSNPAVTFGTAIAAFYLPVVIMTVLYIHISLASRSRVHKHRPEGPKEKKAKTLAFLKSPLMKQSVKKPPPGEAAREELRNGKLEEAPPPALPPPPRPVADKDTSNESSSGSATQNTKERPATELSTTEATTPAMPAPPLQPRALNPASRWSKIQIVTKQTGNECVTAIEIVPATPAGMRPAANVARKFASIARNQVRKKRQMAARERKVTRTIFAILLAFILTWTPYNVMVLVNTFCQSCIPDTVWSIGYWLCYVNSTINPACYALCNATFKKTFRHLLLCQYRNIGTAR
M5 ag: human M5 muscarinic receptor agonists, primary screen, CHO-K1 cells, Fluo-8 calcium fluorescence. CHO-K1 hM5 cells; 0% DMSO wells, 100% maximal acetylcholine response. Muscarinic acetylcholine receptor M5 (Homo sapiens), P08912. actives 0.19% (n = 360,000). AID 624037, 2012. activation, % at 3 µM;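 active means activation above the run's mean over test compounds plus 3 SD, cut at about 23% in these data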;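 further: signal is peak over basal fluorescence ratio across the kinetic read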
Target sequence (P08912 whole entry, looked up): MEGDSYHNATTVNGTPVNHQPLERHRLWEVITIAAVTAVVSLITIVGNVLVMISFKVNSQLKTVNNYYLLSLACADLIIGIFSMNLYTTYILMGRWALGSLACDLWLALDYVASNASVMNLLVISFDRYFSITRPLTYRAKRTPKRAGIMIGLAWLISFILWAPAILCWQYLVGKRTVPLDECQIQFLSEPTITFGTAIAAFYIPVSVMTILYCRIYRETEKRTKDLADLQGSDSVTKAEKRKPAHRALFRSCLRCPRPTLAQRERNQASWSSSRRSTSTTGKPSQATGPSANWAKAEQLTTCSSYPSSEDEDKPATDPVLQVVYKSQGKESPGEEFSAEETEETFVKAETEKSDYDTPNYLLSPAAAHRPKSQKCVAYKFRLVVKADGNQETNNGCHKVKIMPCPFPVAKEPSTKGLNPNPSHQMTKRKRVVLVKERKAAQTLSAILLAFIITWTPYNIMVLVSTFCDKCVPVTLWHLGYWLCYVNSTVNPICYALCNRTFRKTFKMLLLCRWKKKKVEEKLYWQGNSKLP
M4 antag: human M4 muscarinic receptor antagonists, primary screen, CHO cells, Fluo-8 calcium fluorescence. Muscarinic acetylcholine receptor M4 (Homo sapiens), P08173. CHO-hM4 cells, ACh EC80. inhibition, % at 3 µM. actives 0.73% (n = 360,000);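 active means inhibition above its plate's cutoff, the mean inhibition of sample wells plus 3 SD, cut at about 27% in these data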;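 further: 0% = acetylcholine EC80 with DMSO and 100% = DMSO without agonist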
M1 PAM: human M1 muscarinic receptor positive allosteric modulators, primary screen, CHO-K1 cells, Fluo-8 calcium fluorescence, 1536-well; activation, % at 3 µM; actives 0.088% (n = 360,000); CHO-K1 hM1, ACh EC20; 0% = ACh EC20, 100% = maximal ACh; Muscarinic acetylcholine receptor M1 (Homo sapiens), P11229; in the data active means activation above about 19%, passing the limit was not always enough
CHRM5 PAM: human M5 muscarinic receptor positive allosteric modulators, primary screen, CHO-K1 cells, Fluo-8 calcium fluorescence; actives 0.3% (n = 360,000); CHO-K1 hM5, ACh EC20 PAM; 0% = ACh EC20, 100% = ACh EC100; activation, % at 3 µM; Muscarinic acetylcholine receptor M5 (Homo sapiens), P08912;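 active means activation above the run cutoff, the mean activation of all test compounds plus 3 SD, cut at about 18% in these data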
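Assay system – human M5 receptor in CHO-K1 cells · Read-out – % activation, ACh-normalized · Technique – Fluo-8 calcium fluorescence · Dosing – single-point, 3 µM nominal · Incubation – Fluo-8 loading 80 min at 37 °C plus 30 min room temperature · Repeats – singlicate, one well per test compound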
CHRM4 agonist: human M4 muscarinic receptor agonists, primary screen, CHO-K1 cells, Fluo-8 calcium fluorescence; Muscarinic acetylcholine receptor M4 (Homo sapiens), P08173; CHO-K1 hM4/Gqi5; vehicle 0%, full acetylcholine response 100%; activation, % at 3 µM; actives 0.14% (n = 360,000);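 active means activation above the run mean over all test wells plus 3 SD, cut at about 32% in these data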;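 further: peak over basal fluorescence ratio per well then scaled between controls; 0% = DMSO wells and 100% = acetylcholine at EC100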
M5 antag: human M5 muscarinic receptor antagonists, primary screen, CHO cells, Fluo-8 calcium fluorescence; CHO-hM5 cells, ACh EC80; inhibition, % at 3 µM; actives 0.59% (n = 360,000); AID 624040, 2012;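 active means inhibition above a per-plate cutoff, the mean of that plate's test compounds plus 3 SD, cut at about 27% in these data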;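 further: 0% = acetylcholine EC80 with DMSO and 100% = DMSO without agonist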
CRFR2-BP antag: antagonists of CRF-BP/CRF-R2 complex, primary screen, cell-based, HEK293, calcium dye fluorescence, uHTS; actives 0.59% (n = 350,000); inhibition, % at 11.8 µM; CRF-induced calcium fluorescence;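 active means inhibition of the ligand-induced calcium signal above about 50% at the single tested concentration, limit read from the data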
CRFR2-BP ag: agonists of CRF-BP/CRF-R2 complex, primary screen, cell-based, HEK293, calcium dye fluorescence, uHTS | CRF-binding protein / CRF receptor 2 complex (human) | calcium dye fluorescence (FLIPR); percent of saturating CRF peptide response | activation, % at 13.2 µM | actives 0.46% (n = 350,000);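 active means activation of at least 50%, plus an integration ratio under a set limit after plate pattern correction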;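 further: plate controls were neutral control wells without compound for no effect and CRF at EC100 for full effect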
Active calls of the source: *; / = no result given.

SMILES	CHRM4 PAM	M5 ag	M4 antag	M1 PAM	CHRM5 PAM	CHRM4 agonist	M5 antag	CRFR2-BP antag	CRFR2-BP ag
COc1cccc(CN2CC(C(=O)N(C)Cc3[nH]c4ccccc4c3C)CCC2=O)c1 (stereo unspecified)	-2	-4	7	2	2	3	5	-2	0.8
COc1ccc(S(=O)(=O)N(C)C)cc1NC(C)C(=O)Nc1cccc(C#N)c1 (stereo unspecified)	2	-4	-4	7	2	1	4	-7	-5.5
C#CC(C)(CC)NC(=O)c1cc(OC)c(OC)c(OC)c1 (stereo unspecified)	0	-1	-3	12	8	1	1	28	0.4
CC(C)n1c(SCC(N)=O)nc2c1c(=O)[nH]c(=O)n2C	14	-1	-3	4	4	1	-2	-12	-3.1
Cc1ccc(C2=CC(c3ccccc3)n3ncnc3N2)cc1 (stereo unspecified)	1	1	0	2	-14	2	15	0	20
CC(OC(=O)C1=COCCO1)C(=O)Nc1ncc(Cl)cc1Cl (stereo unspecified)	-1	3	5	5	8	0	-3	6	-1.7
CNC(=O)Nc1ccccc1NC(=O)NC	8	1	1	-1	-2	1	-1	5	2.1
Cc1ccc(C2=N/C(=C/c3cccs3)C(=O)N2Nc2ccccc2)cc1	-3	1	3	-4	-2	0	2	-60	4.4
CCCCC(CC)Cn1c(N)c(C#N)c2nc3ccccc3nc21 (stereo unspecified)	5	2	4	-5	0	0	10	-49	-1.3
CC(C)(O)C#Cc1ccc(CNC[C@H]2O[C@@H](n3cnc(C(N)=O)n3)[C@H](O)[C@@H]2O)s1	10	-1	-21	2	2	1	0	-10	0.0
COc1ccccc1N(C(=O)c1ccco1)C(C(=O)NC1CCCC1)c1ccncc1 (stereo unspecified)	1	-2	-2	8	4	2	5	-11	0.2
O=C(COc1ccc(-n2cnnn2)cc1)Nc1cccc(Cl)c1Cl	0	-2	-10	9	9	1	-8	-5	-0.2

The closing five entries of the section above are carried over, then new ones follow:
SMILES	CHRM4 PAM	M5 ag	M4 antag	M1 PAM	CHRM5 PAM	CHRM4 agonist	M5 antag	CRFR2-BP antag	CRFR2-BP ag
Cc1ccc(C2=N/C(=C/c3cccs3)C(=O)N2Nc2ccccc2)cc1	-3	1	3	-4	-2	0	2	-60	4.4
CCCCC(CC)Cn1c(N)c(C#N)c2nc3ccccc3nc21 (stereo unspecified)	5	2	4	-5	0	0	10	-49	-1.3
CC(C)(O)C#Cc1ccc(CNC[C@H]2O[C@@H](n3cnc(C(N)=O)n3)[C@H](O)[C@@H]2O)s1	10	-1	-21	2	2	1	0	-10	0.0
COc1ccccc1N(C(=O)c1ccco1)C(C(=O)NC1CCCC1)c1ccncc1 (stereo unspecified)	1	-2	-2	8	4	2	5	-11	0.2
O=C(COc1ccc(-n2cnnn2)cc1)Nc1cccc(Cl)c1Cl	0	-2	-10	9	9	1	-8	-5	-0.2
CCn1ncc(Br)c1C(=O)Nc1sc2c(c1C(=O)OC)CCC2	1	-2	0	2	2	0	-2	-5	0.2
Cc1cc(C)c(C2=Nn3c(C)nnc3SC2C)cc1C (stereo unspecified)	-4	-3	6	0	-2	1	19	-2	0.3
C=C1SC(Nc2c(C)cccc2C)=NC12CCCCC2	-15	-6	29*	-25	-11	-1	22	13	-1.9
COc1cc(F)cc(-c2ccc3c(c2)c(C#Cc2ccsc2)c(-c2cc(OC)cc(OC)c2)n3C)c1	-2	1	-6	4	-7	2	11	4	7.2
O=C(NNS(=O)(=O)c1ccccc1[N+](=O)[O-])c1ccccc1[N+](=O)[O-]	-5	0	1	8	0	0	-2	-3	1.0
COc1ccc(NC(=O)CN2C(=O)CC(C)S(=O)(=O)c3ccccc32)cc1 (stereo unspecified)	2	-4	-12	14	3	2	-12	10	-0.9
CCCNC(=O)c1ccc2c(=O)c(O)c(-c3ccc(C)cc3)[nH]c2c1	5	5	1	4	-2	4	4	-26	15
CN1C(=O)c2cccc3c(S(=O)(=O)Nc4ccccc4F)ccc1c23	-7	-3	7	0	-5	3	3	5	-2.0
Cc1cccc(NC(=O)c2ccc3c(c2)CCN3S(C)(=O)=O)c1	-10	-2	7	16	-2	7	10	-3	-1.3
Cc1ccccc1CN1N=C(/C=C/c2ccccc2)CCC1=O	5	-3	-5	1	-2	0	5	-19	2.8
Cc1sc2nc(SC(C)C)nc(N)c2c1C	-7	-2	-9	15	-7	0	4	0	-1.3
Cc1ccc(C(=O)NCC(=O)OCc2nc3ccsc3c(=O)[nH]2)cc1C	3	2	-1	13	1	1	0	-4	-0.7
Cc1nn(C)c(C(=O)NCc2ccc(Cl)cc2)c1Cl	-8	6	14	-4	-15	9	25	23	-1.9
O=C(NC(=O)c1cc([N+](=O)[O-])ccc1Cl)C1=C(N2CCCC2)COC1=O	19	-3	-5	6	-1	1	10	1	3.1
O=C(N/N=C\C=C\c1ccco1)c1cc(-c2ccc3ccccc3c2)n[nH]1	5	1	-1	8	0	3	0	-20	2.5
Cn1c(=O)c2c(ncn2CC(=O)N2CCCCCC2)n(C)c1=O	6	3	9	5	5	0	2	-3	2.2
O=C(Nc1ccnn1C1CCN(CC2CC=CCC2)CC1)c1ccccc1 (stereo unspecified)	1	-8	3	8	5	1	-4	-2	7.5
O=C(c1ccc(Oc2ccc(C(F)(F)F)cn2)cc1)N1CCN(c2ccccc2)CC1	0	-2	-5	-13	-22	14	4	25	-3.1
Cc1cc(C)cc(C(=O)NCC(=O)OCC(=O)N2c3ccccc3NC(=O)C2(C)C)c1	-4	1	-2	7	6	1	-8	-10	0.6
COC(=O)CNC(=O)c1ccc(C)s1	4	1	-9	3	1	0	-4	2	-0.1
Cc1ccc(/C=N/NC(=O)c2ccc(-n3cccc3)cc2)o1	5	-2	-6	5	-2	1	3	1	-2.2
CCOC(=O)c1c(S(=O)(=O)NCC(=O)Nc2ccc(F)cc2F)c(C)n(C)c1C	18*	-1	-8	13	13	0	-13	5	0.1
CC(C)(C)c1ccc(C(=O)NCc2nnc(SCC(=O)N3CCCc4ccccc43)n2-c2ccccc2)cc1	-1	-1	1	10	-2	0	4	7	-3.4
CCOP(=O)(c1ccccc1)C(O)c1ccccc1 (stereo unspecified)	4	1	0	10	3	1	0	-12	-0.9
CCOC(=O)c1sc2ncn(CC(=O)N(CC)CC)c(=O)c2c1C	-2	2	-4	2	-5	3	1	-11	4.2
CC1C(=O)N(Cc2ccccc2F)c2ccccc2N1C(=O)c1c(F)cccc1F (stereo unspecified)	-11	-7	-3	-10	-17	12	12	37	-7.0
CCNc1nc(Oc2ccc(=O)[nH]n2)nc(N2CCOCC2)n1	3	1	-7	11	2	1	-10	7	-0.2
Cc1ccc(NC(=O)CCC(=O)NNC(=O)c2ccco2)c(C)c1	2	3	0	14	6	1	1	7	0.4
Cc1nc(SCC(=O)N2CCC(C(N)=O)CC2)n[nH]1	2	1	-6	9	2	0	-3	6	-2.6
COc1ccc(C(=O)Nc2nc(C)c(C(C)=O)s2)cc1S(=O)(=O)N1CCOCC1	6	5	6	10	11	1	3	-11	0.0
C=CCSc1n[nH]c(-c2cccs2)n1	3	-4	-13	10	4	1	-2	-13	1.4
CC(C)c1nnc(NC(=O)c2sc3ccccc3c2Cl)s1	-2	2	6	4	0	0	0	-4	-3.9
O=C(Nc1ccc(F)cc1)N1CCN(c2ccc(F)cc2)CC1	7	2	-1	-1	7	1	1	-21	1.7
COc1cc(C(=O)Nc2cc(S(C)(=O)=O)ccc2Cl)ccc1OCC(=O)N1CCOCC1	12	2	2	14	13	0	-2	-10	1.6
O=C(c1ccccc1)N1CCN(c2ccc([N+](=O)[O-])c(NCc3cccnc3)c2)CC1	4	-1	-1	-8	-4	9	-3	17	-1.6
O=C(CN1CCN(c2cccc(Cl)c2)CC1)N1CCCC1	-1	-2	0	4	9	-1	-5	-18	0.7
CC(C)(C)c1cc(C(=O)NNC(=O)Nc2cccc(Cl)c2)n(Cc2ccccc2)n1	-24	-5	13	-8	-7	2	10	51*	0.6
CCCn1c(N)c(C(=O)CSc2nc(N)cc(=O)[nH]2)c(=O)n(C)c1=O	-1	5	11	7	-14	1	10	1	-0.9
CS(=O)(=O)c1ccc2nc(NC(=O)C3COc4ccccc4O3)sc2c1 (stereo unspecified)	-7	2	-11	4	-11	9	2	-4	-1.4
O=C(Nc1ccc(F)c([N+](=O)[O-])c1)C(=O)c1c(O)[nH]c2ccccc12	0	3	13	-1	-2	1	8	-3	-0.7
CCOC(=O)CNc1nc(-c2ccncc2)nc2ccccc12	-2	-7	-10	3	-1	5	-3	-1	1.9
O=C(c1cnccn1)N1CCN(C/C=C/c2ccccc2)CC1	7	-2	6	12	-2	2	-3	-6	2.3
CC(=O)NNc1nc2ccccc2s1	7	-1	-10	4	1	2	4	10	-0.1
CCC(=O)c1cc(-c2nc3ccccc3n2C)n(C)c1	0	-2	-5	4	1	2	1	6	1.2
O=c1[nH]c(=S)[nH]nc1Cc1ccccc1	2	0	2	-1	-1	0	-3	17	-0.2
COc1ccccc1C(=O)Nc1ccccn1	4	0	-19	12	7	0	-8	-9	6.5
C[C@H](CO)N1C[C@H](C)[C@H](CN(C)C(=O)Nc2ccc3c(c2)OCO3)Oc2ncc(Br)cc2C1=O	0	1	3	-5	1	2	-9	-1	0.0
COc1cccc(C(=O)NCC2CCCN(C3CCCCC3)C2)c1OC (stereo unspecified)	-6	-1	-1	2	10	0	-4	-3	1.9
COc1ccc(OCc2nn3c(Cn4cnc5ccccc54)nnc3s2)cc1	1	11	-2	-10	-13	18	6	-18	6.5
S=C(c1ccco1)N1CCOCC1	5	-5	-11	7	5	1	0	15	3.0
COc1ccc(-n2c(=O)cc(N3CCN(c4ccccc4OC)CC3)[nH]c2=O)cc1	1	1	7	4	-4	0	-8	-3	-0.7
CN(C)S(=O)(=O)n1cc(/C=C(\NC(=O)c2ccccc2F)C(=O)NCCN2CCOCC2)c2ccccc21	-2	4	5	-10	-8	16	-3	5	-1.8
COC(=O)c1cc(S(=O)(=O)Nc2ccc(C)c(F)c2)c[nH]1	-8	3	-9	-4	-7	/	5	-12	0.2
COc1cc(C(C)=O)ccc1Oc1cc(NN2CCCCC2)c([N+](=O)[O-])cc1[N+](=O)[O-]	12	1	-14	14	-3	1	10	2	-0.7
O=C(COC(=O)C1CCN(c2ccc(C(F)(F)F)cn2)CC1)NCc1cccc(Cl)c1	-6	-3	0	-4	0	1	4	9	3.4
OCCN1CCN(c2nc(NCc3ccco3)c3ccccc3n2)CC1	14	-2	-4	9	5	0	0	9	1.6
CCSCCOC(=O)C1=C(C)NC(=O)NC1c1cccc(OC)c1OC (stereo unspecified)	1	1	2	8	-5	2	1	19	-2.8
